# Assay outcomes deposited in PubChem by several laboratories.
# CHRM5 antagonist: CHRM5 antagonism in calcium assay. P08912. CHO-hM5 cells, Fluo-8 calcium fluorescence, ACh EC80. actives 0.59% (n = 360,000). inhibition, % at 3 µM;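 active = inhibition above a per-plate cutoff, the mean of that plate's test compounds plus 3 SD, cut at about 27% in these data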;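 also: 0% = acetylcholine EC80 with DMSO and 100% = DMSO without agonist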
# Target sequence (P08912 whole entry, looked up): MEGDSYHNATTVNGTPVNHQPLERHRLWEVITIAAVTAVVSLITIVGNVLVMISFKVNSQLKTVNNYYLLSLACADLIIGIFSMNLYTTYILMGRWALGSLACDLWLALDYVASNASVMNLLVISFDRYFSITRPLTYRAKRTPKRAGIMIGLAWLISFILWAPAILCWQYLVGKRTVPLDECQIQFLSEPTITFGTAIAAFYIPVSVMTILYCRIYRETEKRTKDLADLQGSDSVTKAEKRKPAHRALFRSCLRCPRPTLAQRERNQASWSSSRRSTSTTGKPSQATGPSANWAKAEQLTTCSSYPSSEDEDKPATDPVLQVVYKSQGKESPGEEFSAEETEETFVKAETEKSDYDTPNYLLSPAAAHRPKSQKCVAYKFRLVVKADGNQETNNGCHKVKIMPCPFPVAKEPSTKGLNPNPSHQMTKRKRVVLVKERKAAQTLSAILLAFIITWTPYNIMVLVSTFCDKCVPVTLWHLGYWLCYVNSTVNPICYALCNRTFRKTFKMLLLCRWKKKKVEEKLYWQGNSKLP
# CHRM1 antagonist: human CHRM1 antagonism; actives 1.3% (n = 360,000); CHO-K1 hM1, Fluo-8 calcium fluorescence, ACh EC80 antagonist; inhibition, % at 3 µM; P11229;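 active = percent inhibition above its own plate's cutoff, namely the mean of that plate's compound wells plus 3 SD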;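 also: peak over basal fluorescence ratio during 140 s after agonist addition; 0% = ACh EC80 plus DMSO and 100% = DMSO alone without agonist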
# M5 ag: CHRM5 agonism in calcium assay. actives 0.19% (n = 360,000). activation, % at 3 µM. CHO-K1 hM5 cells, Fluo-8 calcium fluorescence; 0% DMSO wells, 100% maximal acetylcholine response;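 active = activation above the run's mean over test compounds plus 3 SD, cut at about 23% in these data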;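 also: signal is peak over basal fluorescence ratio across the kinetic read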
# CRFR2-BP ag: CRF-BP/CRF-R2 complex agonism. actives 0.46% (n = 350,000). activation, % at 13.2 µM. AID 588473. HEK293 CRF-R2/CRF-BP, calcium dye fluorescence (FLIPR); percent of saturating CRF peptide response;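 active = activation of at least 50%, plus an integration ratio under a set limit after plate pattern correction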;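 also: plate controls were neutral control wells without compound for no effect and CRF at EC100 for full effect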
# M4 antag: CHRM4 antagonism in calcium assay | P08173 | CHO-hM4 cells, ACh EC80, Fluo-8 calcium fluorescence | inhibition, % at 3 µM | actives 0.73% (n = 360,000);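 active = inhibition above its plate's cutoff, the mean inhibition of sample wells plus 3 SD, cut at about 27% in these data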;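 also: 0% = acetylcholine EC80 with DMSO and 100% = DMSO without agonist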
# Target sequence (P08173 whole entry, looked up): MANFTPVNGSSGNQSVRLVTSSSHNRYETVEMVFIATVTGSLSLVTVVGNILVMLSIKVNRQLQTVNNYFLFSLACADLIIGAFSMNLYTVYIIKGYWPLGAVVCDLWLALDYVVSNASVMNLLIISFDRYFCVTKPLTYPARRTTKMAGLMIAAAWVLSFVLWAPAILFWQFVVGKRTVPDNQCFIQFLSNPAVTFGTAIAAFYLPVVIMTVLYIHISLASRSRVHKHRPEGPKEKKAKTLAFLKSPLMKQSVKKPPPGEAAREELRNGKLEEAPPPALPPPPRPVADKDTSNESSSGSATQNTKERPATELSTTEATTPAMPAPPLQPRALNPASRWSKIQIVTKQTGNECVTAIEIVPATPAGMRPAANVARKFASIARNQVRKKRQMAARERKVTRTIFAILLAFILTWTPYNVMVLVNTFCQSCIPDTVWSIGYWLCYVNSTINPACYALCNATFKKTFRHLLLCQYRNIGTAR
# CHRM1 PAM: human CHRM1 positive allosteric modulation; activation, % at 3 µM; CHO-K1 hM1, Fluo-8 calcium fluorescence, ACh EC20; 0% = ACh EC20, 100% = maximal ACh; P11229; actives 0.088% (n = 360,000); in the data active = activation above about 19%, passing the limit was not always enough
# CHRM4 agonist: agonists of human muscarinic M4 receptor (CHRM4); P08173; CHO-K1 hM4/Gqi5, Fluo-8 calcium fluorescence; vehicle 0%, full acetylcholine response 100%; activation, % at 3 µM; actives 0.14% (n = 360,000); AID 624127;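 active = activation above the run mean over all test wells plus 3 SD, cut at about 32% in these data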;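 also: peak over basal fluorescence ratio per well then scaled between controls; 0% = DMSO wells and 100% = acetylcholine at EC100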
# M5 PAM: potentiates acetylcholine response at human M5 receptor. P08912. CHO-K1 hM5, Fluo-8 calcium, ACh EC20 PAM; 0% = ACh EC20, 100% = ACh EC100. activation, % at 3 µM. actives 0.3% (n = 360,000);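 active = activation above the run cutoff, the mean activation of all test compounds plus 3 SD, cut at about 18% in these data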
#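 Assay system: CHO-K1 hM5 cells. Also added: acetylcholine at EC20 concentration, added after compound. Dosing: 3 µM, single dose. Times: compound preincubation 140 s before EC20 acetylcholine addition. Signal: Fluo-8 calcium fluorescence. Measure: % activation relative to EC20 and EC100 ACh responses. Repeats: singlicate, one well per test compound.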
# M4 PAM: CHRM4 positive allosteric modulation; CHO-K1 hM4/Gqi5, Fluo-8 calcium fluorescence, ACh EC20; 0% = ACh EC20, 100% = maximal ACh; activation, % at 3 µM; actives 0.4% (n = 360,000); AID 624126;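 active = activation above its plate's cutoff, the mean activation of sample wells plus 3 SD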; also: some results filed as inactive read as strong as hits
# Starred values were filed as active, the others as inactive; / = not tested or not shown; & = joins results of further samples.
SMILES,CHRM5 antagonist,CHRM1 antagonist,M5 ag,CRFR2-BP ag,M4 antag,CHRM1 PAM,CHRM4 agonist,M5 PAM,M4 PAM
CC1CCCCN1N=Nc1nc2c([nH]1)c(=O)n(C)c(=O)n2C (stereo not given),1,-11,5,0.0,-1,10,0,5,5
CS(=O)(=O)N(CC(=O)N1CCc2ccccc2C1)c1cccc(F)c1,4,-13,2,0.8,3,4,1,-2,-7
CCOC(=O)c1ccc(N2C(=O)CC(SCC(N)C(=O)OCC)C2=O)cc1 (stereo not given),-4,-9,2,-0.2,11,7,2,7,8
O=C1C2CC=CCC2C(=O)N1c1ccc(N2CCN(c3ccccn3)CC2)c([N+](=O)[O-])c1 (stereo not given),17,27,5,5.7,-2,-13,10,-20,-22
CN(C)S(=O)(=O)c1ccc(N2CCCC2)c(C(=O)Nc2nc3ccccc3s2)c1,-2,-6,-3,0.1,2,0,1,-2,-2
NS(=O)(=O)Cc1noc2ccccc12,-5&-5,-42&-35,0&0,-0.6&-1.0,-1&-3,9&8,1&-1,1&0,5&-7
CCc1ccc(/C=C2\SC(=S)N(CCCC(=O)N3CCN(C)CC3)C2=O)cc1,12,26,1,-0.2,6,-14,7,-11,-4
N#Cc1c(N)n(CCOC(=O)c2ccc(Cl)cc2)c2nc3ccccc3nc12,0,-15,5,-3.0,2,14,2,6,1
COc1ccc(NC(=O)CCCCC(=O)Nc2ccc(OC)cc2)cc1,4,-21,1,7.0,6,23,0,6,1
COc1ccc(CCNC(=O)Nc2ccc3c(c2)OCO3)cc1OC,-3,-1,-2,0.3,-6,-3,3,-8,0
CC(C)CNc1nc(SCC(=O)Nc2ccccc2)nc(N2CCOCC2)n1,3,-21,-4,-9.1,-7,10,2,3,12
CC1(C)C(=O)OC(c2cccn2-c2ccc([N+](=O)[O-])cc2)C(C)(C)C1=O (stereo not given),-3,-11,-4,-2.1,-1,8,1,0,-9
Cc1c(NS(=O)(=O)c2ccc(Cl)c(C(=O)OCC(=O)NCc3ccco3)c2)c(=O)n(-c2ccccc2)n1C,4,-8,-3,2.5,-7,0,3,2,1
COc1ccc([C@H]2CC(=O)C=C(c3ccc(F)cc3OCc3ccccc3)C2)cc1OC,19,50*,2,7.3,5,-15,14,-24,-4
COc1ccc(C(CC(=O)O)NC(=O)Nc2ccccc2)cc1OC (stereo not given),2,2,1,-2.0,1,0,0,5,-1

# Reprinted from the part before: 2 compounds; new compounds follow.
SMILES,CHRM5 antagonist,CHRM1 antagonist,M5 ag,CRFR2-BP ag,M4 antag,CHRM1 PAM,CHRM4 agonist,M5 PAM,M4 PAM
COc1ccc([C@H]2CC(=O)C=C(c3ccc(F)cc3OCc3ccccc3)C2)cc1OC,19,50*,2,7.3,5,-15,14,-24,-4
COc1ccc(C(CC(=O)O)NC(=O)Nc2ccccc2)cc1OC (stereo not given),2,2,1,-2.0,1,0,0,5,-1
Cc1cn2c(N)c(/C=C3\C=Nc4ccccc43)c(=O)nc2s1,-5,-14,3,1.5,-8,5,2,2,3
C=CC[C@@H](CC(=O)N[C@@H](CO)Cc1ccccc1)C(=O)N[C@H](COC(=O)[C@@H](CC=C)CC(=O)OC(C)(C)C)Cc1ccccc1,-9,-1,1,-0.9,-14,0,1,-3,-3
C#CCn1cc(Cl)cc(C(=O)Nc2ccccc2)c1=O,14,-15,0,-0.7,-8,9,7,-2,-2
CCC(C(=O)NCCC(C)C)n1ccc2cc(S(=O)(=O)N3CCCCC3)ccc21 (stereo not given),34*,45*,0,6.1,11,-20,18,-12,-14
Cc1cc2nccc(-c3ccc(Cl)cc3Cl)n2n1,-3,-10,-3,-0.1,1,7,0,1,-1
CCCCCn1c(=O)[nH]c2cc(C(=O)N3CCN(c4ccc(F)cc4)CC3)ccc2c1=O,1,-2,-2,0.4,-9,6,1,-1,11
COc1ccc(N(C(=O)COc2ccccc2OC)S(=O)(=O)c2ccc(C)cc2)cc1,-3,-44,-4,3.0,-6,7,1,6,26*
CCOc1ccc(N2C(=O)CC(Sc3nc4ccc(OCC)cc4s3)C2=O)cc1 (stereo not given),-5,4,-2,5.0,-20,3,1,0,13
Cc1cc(NC(=O)c2c([N+](=O)[O-])c(C)nn2C)no1,-2,-20,-5,0.4,6,6,0,2,8
CCN1C(=NCc2ccco2)N[C@@H](c2cccc(F)c2)C(C(=O)OC)=C1C,12,10,-11,-2.0,-4,-4,1,-11,7
CC(CNS(=O)(=O)c1ccc(Br)cc1)CN(C)C (stereo not given),13,-4,-11,2.3,-3,0,0,-6,0
Cc1cc2ccccc2c(=O)n1CC(=O)N(C)c1ccc(F)cc1,-5,-22,1,0.7,5,6,1,-1,-3
COc1cc(NC(=O)C(C)Oc2ccccc2)c(OC)cc1NC(=O)c1ccccc1 (stereo not given),1,-12,0,4.0,-7,17,-1,8,3
CC1CC(Nc2ccccc2)=CC(=O)O1 (stereo not given),0,-12,-2,1.9,5,7,0,2,7
CCOC(=O)c1[nH]c(C)c(C(=O)N2CCN(C(=O)OCC)CC2)c1CC,2,4,0,-2.1,-14,1,1,7,-4
O=C(NCc1ccccc1)C(=O)Nc1nc(C23CC4CC(CC(C4)C2)C3)cs1,2,5,0,-1.4,26,5,-1,-4,-8
CCOC(=O)c1nn(-c2ccc(F)cc2)c(=O)cc1OCC(=O)Nc1ccc(F)c(F)c1,2,-8,-1,0.4,2,4,2,1,-1
CC1=C(CC(=O)NCC(=O)NCC(=O)O)c2cc(F)ccc2/C1=C/c1ccc(S(C)=O)cc1 (stereo not given),10,-13,-3,-1.2,1,13,1,2,-4
COc1ccc(Oc2c(Cl)cnn(-c3ccc(F)cc3)c2=O)cc1,11,-7,-7,-1.4,8,7,0,0,10
Cc1cccc(N(Cc2cc3ccc(C)cc3[nH]c2=O)S(=O)(=O)c2ccccc2)c1,6,-4,-7,0.7,4,9,0,-7,2
CCC(C)NC(=O)C(Cc1ccccc1)NS(=O)(=O)c1ccc2c(c1)oc(=O)n2C (stereo not given),-1,-7,-3,1.1,-8,6,0,2,2
Cc1cccc(N2CN(Cc3cccnc3)CNC2=S)c1,-5,-8,-1,0.4,-4,11,1,0,6
COc1ccc(NC2c3ccccc3C(=O)N2Cc2ccco2)cc1OC (stereo not given),2,-4,1,-6.0,4,2,0,-2,-5
NC(=Nc1ccc(Cl)cc1)c1ccccc1,-1,-1,8,41,8,2,12,-8,-14
CN1CCN(c2ccc(S(=O)(=O)N3CCCCC3)cc2NC(=O)Cc2c(F)cccc2Cl)CC1,-7,-12,0,1.5,-24,7,3,5,13
Cc1ccsc1C1C2=C(CC(C)(C)CC2=O)Nc2ncnn21 (stereo not given),-4,-11,-1,4.6,-23,7,1,0,5
Cc1ccc(N(C)C(=O)N2CCN(S(=O)(=O)c3ccc4ccccc4c3)CC2)cc1,9,1,4,0.2,-5,7,1,-6,-1
CCOC1=C2CN(S(=O)(=O)c3ccc(C)cc3)[C@@H](c3cccc4ccccc34)C[C@H]2[C@H]2C(=O)N(c3ccccc3)C(=O)[C@H]2C1,3,-19,4,/,-8,3,1,-2,6
COc1ccccc1C(=O)COC(=O)/C=C/c1ccccc1,-1,2,-6,5.5,2,0,1,-5,-3
CC(=O)NC(c1cccc(F)c1)c1nc(-c2ccoc2)cs1 (stereo not given),0,-10,2,/,2,4,1,-1,-4
CO/N=C1\CCn2c1c(C)c1ccccc12,-5,-17,-2,-0.5,-4,10,0,3,-1
CCc1ccc(OCC(=O)OC(C)C(=O)Nc2ccc(Cl)cn2)cc1 (stereo not given),13,-11,-8,-0.5,-7,12,1,-5,2
c1ccc(-c2n[nH]c(-c3ccccn3)n2)cc1,-1,-38,-1,2.3,-9,6,3,-2,15
COc1ccccc1S(=O)(=O)Cc1ccc(C(=O)NC2CC2)o1,5,4,-2,2.9,-8,7,3,8,7
COc1cc(OC)c(N(C)S(=O)(=O)c2cccc(C(=O)Nc3nccs3)c2)cc1Cl,6,16,5,0.3,0,-11,12,-10,-7
CC(C)CC(C)c1cc(N)nc2nc3ccccc3n12 (stereo not given),11,13,-7,-0.2,-11,-25,1,-11,-4
COc1cc(C(=O)ON=C2C(C)=CC(=O)C=C2C)cc(OC)c1OC,0,-2,1,1.0,6,6,1,4,0
O=C(Cn1cnc([N+](=O)[O-])n1)NCc1ccccc1,-4,-1,-7,-2.9,-6,-1,1,0,-1
COc1ccc(Cn2nnnc2C(c2cc3cccc(C)c3[nH]c2=O)N2CCN(C)CC2)cc1 (stereo not given),2,-6,3,-1.2,0,8,1,4,-4
Cc1c(C(=O)N2CCN(Cc3ccc4c(c3)OCO4)CC2)sc2ncnc(N3CCN(c4ccccc4F)CC3)c12,7,15,-1,0.8,13,-5,24,-11,-11
COC(=O)CSc1nnc(-c2c[nH]c3ccccc23)o1,5,-4,-1,-0.8,1,6,2,0,-1
COc1ccc(-c2cc(CC3(C(=O)O)CCN(C(=O)OC(C)(C)C)CC3)on2)c(OC)c1,5,-12,-1,-0.6,-12,22,1,13,14
O=C(CN1CC[n+]2c(-c3cccs3)csc21)c1ccc(-c2ccccc2)cc1,8,36,-16,0.5,10,-17,0,-12,-12
CN(C(=O)c1ccc(OC2CCN(C(=O)c3cccnc3)CC2)cc1)C1CCCCC1,6,-8,2,-1.5,1,7,4,-4,7
COCCN1C(=O)/C(=C/c2cc3c(cc2Br)OCO3)NC1=S,0,-4,-1,1.7,6,3,2,-9,-1

# Whole records as entered above. Order of values: CHRM5 antagonist | CHRM1 antagonist | M5 ag | CRFR2-BP ag | M4 antag | CHRM1 PAM | CHRM4 agonist | M5 PAM | M4 PAM
# Cc1c(C(=O)N2CCN(Cc3ccc4c(c3)OCO4)CC2)sc2ncnc(N3CCN(c4ccccc4F)CC3)c12 is entered as 7 | 15 | -1 | 0.8 | 13 | -5 | 24 | -11 | -11
# O=C(CN1CC[n+]2c(-c3cccs3)csc21)c1ccc(-c2ccccc2)cc1 is entered as 8 | 36 | -16 | 0.5 | 10 | -17 | 0 | -12 | -12

# Additional results follow.
SMILES,CHRM5 antagonist,CHRM1 antagonist,M5 ag,CRFR2-BP ag,M4 antag,CHRM1 PAM,CHRM4 agonist,M5 PAM,M4 PAM
Nc1cccc(NP(=O)(c2ccccc2)c2ccccc2)c1,-1,-7,2,-3.5,3,6,1,7,5
CCOc1cc(/C=C2\NC(=O)NC2=O)ccc1OC(C)C(=O)O (stereo not given),8,-4,-4,-1.5,-10,2,1,4,4
Cc1ccc(C(=O)NNC(=O)c2cccc3ccccc23)cc1,1,-6,0,-2.9,-8,-2,2,4,-1
Cc1onc(-c2c(Cl)cccc2Cl)c1C(=O)N1CCCc2ccccc21,9,-6,-3,1.5,8,2,1,-1,-3
CC(C)CC(NC(=O)C(CC(C)C)NC(=O)C(Cc1ccc(OCc2ccccc2)cc1)NC(=O)OC(C)(C)C)C(N)=O (stereo not given),-6,-12,-3,3.1,2,13,0,3,-2
Cc1cc(C)cc(OCc2ccc(C(=O)O)o2)c1,-2,-13,1,-0.8,-3,13,2,-1,11
CCCCCCCCCCCCC(NC(C)=O)(C(=O)OCC)C(=O)OCC,12,0,-3,1.1,-7,13,1,1,2
COc1cc(CC(=O)OCC(=O)NCc2ccc(C)cc2)cc(OC)c1OC,9,-6,2,0.2,6,3,1,-7,1
CC(=O)c1ccc(NC(=O)NC2CCCCCCC2)cc1,5,-4,1,-0.3,0,-1,10,-2,-3
